Screening results from PubChem BioAssay.
Pol kappa inh: blocks human DNA polymerase kappa activity | Q9UBT6 | purified Pol kappa, fluorescent DNA synthesis assay, 10 min | Potency, µM (highest dose often 107 µM), without a hit: at the highest dose activity, negative = inhibition, usual class: inhibitors | hit rate 0.53% among 400,000; further: potency means the concentration at half of the fitted maximal effect
Target sequence (Q9UBT6 whole entry, looked up): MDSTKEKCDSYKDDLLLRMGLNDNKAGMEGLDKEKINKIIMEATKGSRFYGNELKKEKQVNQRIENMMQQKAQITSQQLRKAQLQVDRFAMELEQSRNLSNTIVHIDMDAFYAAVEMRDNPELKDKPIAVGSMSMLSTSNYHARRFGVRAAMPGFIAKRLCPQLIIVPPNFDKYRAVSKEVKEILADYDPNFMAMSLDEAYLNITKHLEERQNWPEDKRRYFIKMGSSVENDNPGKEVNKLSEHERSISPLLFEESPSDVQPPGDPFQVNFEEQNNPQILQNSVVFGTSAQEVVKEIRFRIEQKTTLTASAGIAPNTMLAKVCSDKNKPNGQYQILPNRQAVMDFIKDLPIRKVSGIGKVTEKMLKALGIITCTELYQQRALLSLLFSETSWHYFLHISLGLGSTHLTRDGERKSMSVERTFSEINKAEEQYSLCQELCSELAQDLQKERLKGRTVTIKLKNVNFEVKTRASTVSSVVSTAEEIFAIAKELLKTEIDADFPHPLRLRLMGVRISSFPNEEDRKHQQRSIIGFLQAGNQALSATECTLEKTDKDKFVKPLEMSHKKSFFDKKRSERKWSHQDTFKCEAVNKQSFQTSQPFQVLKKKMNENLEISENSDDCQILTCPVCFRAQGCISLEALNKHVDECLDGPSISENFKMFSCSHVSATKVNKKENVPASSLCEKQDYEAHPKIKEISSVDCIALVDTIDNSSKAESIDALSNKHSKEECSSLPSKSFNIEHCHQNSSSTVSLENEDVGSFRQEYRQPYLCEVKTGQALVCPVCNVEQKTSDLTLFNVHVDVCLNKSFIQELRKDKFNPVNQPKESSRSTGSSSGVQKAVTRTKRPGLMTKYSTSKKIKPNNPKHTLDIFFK
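10 nM Pol kappa was preincubated with compounds for 15 min at room temperature. Reaction started with 50 nM (final) substrate. Fluorescence read kinetically at 0 and 10 min.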
LDHA block: blocks human lactate dehydrogenase A | P00338 | purified LDHA, NADH/diaphorase-resazurin fluorescence; stronger effect = lower value | activity change, % (values are at about 110 or 230 µM) | hit rate 0.15% among 480,000 | AID 1347041; in the data active means activity change below about -30%; inconclusive means mostly about -25% to -30%;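 further: plate controls were DMSO wells for no effect and wells without enzyme for full effect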
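LDH5 2 nM; NADH 0.06 mM, pyruvate 0.2 mM; 200 mM Tris pH 7.4, EDTA, Tween-20; 5 min RT. Detection: diaphorase 0.133 mg/mL + resazurin 37 µM, fluorescence ex540/em590 at 0 and 20 min; normalized to enzyme-free and DMSO wells.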
ALOX12 inh: inhibitors of human 12S-lipoxygenase ALOX12; P18054; purified 12hLO, xylenol orange hydroperoxide absorbance; Potency, µM (highest dose often 108 µM), without a hit: at the highest dose activity change, negative = inhibition, most hits filed as inhibitors; hit rate 1.1% among 580,000; AID 1671190; further: potency means the concentration at half of the fitted maximal effect
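Purified human 12hLO at 150 nM in 25 mM Hepes, 0.01% Triton X-100, pH 7.0, preincubated 15 min at room temperature with compound. Reaction started with 40 uM arachidonic acid, 30 min at room temperature. Hydroperoxide measured by Fe-xylenol orange, 573/405 nm absorbance ratio.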
Pol eta inh: DNA polymerase eta (human) inhibition | hit rate 1.2% among 390,000 | recombinant Pol eta, fluorescent DNA replication assay | AID 588591 | Q9Y253 | Potency, µM (highest dose often 114 µM), for inactives: at the highest dose activity change, negative = inhibition, actives largely listed as inhibitors; further: potency means the concentration at half of the fitted maximal effect
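Pol eta (10 nM) was preincubated with compounds for 15 min at room temperature, after which fluorescent replication substrate (50 nM final) was added to start the reaction. Fluorescence was read kinetically at 0 and 10 min.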
APEX1 inh: inhibitors of human APE1 endonuclease. recombinant APE1, TAMRA/BHQ-2 abasic DNA cleavage fluorescence. Potency, µM (series often up to 65.8 µM), for inactives: top-dose activity change, negative = inhibition, usual class: inhibitors. hit rate 0.35% among 350,000. AID 2517;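 further: potency means the concentration at half of the fitted maximal effect; plate controls were vehicle for no effect and reference inhibitor for full effect; nearly all actives have a fitted effect of over 55% in size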
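Kinetic fluorescence read (525 ex/598 em nm, three reads 60 s apart) of AP-site incision; signal = third minus first read. Enzyme 0.75 nM, dual-labelled THF duplex 50 nM, compound preincubation 15 min RT.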
Starred values were filed as active, the others as inactive; ? = inconclusive; . = not tested or not shown; & = joins results of further samples; [ ] = dose if it differs, or a comment. Unless noted, the call rests on the fitted dose curve; in most records, active means well fitted curve in the direction sought with a large enough effect; inconclusive means small, poorly fitted or top-dose-only effect, or another doubt; inactive means no such curve, though single readings can be large; an effect the other way counts as inactive or inconclusive. Unless noted, on the % scale 0 is the no-effect control and ±100 the full control effect. This is a subset (hit frequency here may not be typical).

SMILES	Pol kappa inh	LDHA block	ALOX12 inh	Pol eta inh	APEX1 inh
Cc1nc2nc(NCc3c(Cl)cccc3Cl)[nH]n2c(=O)c1C	.	12.2	0.5%	.	.
OC(CSCCc1ccccn1)C(O)CSCCc1ccccn1 (stereo unspecified)	.	-9.8	16.2%	.	.
COc1ccc(C2CC(c3cccc(NS(C)(=O)=O)c3)=NN2C(=O)c2cccs2)cc1OC (stereo unspecified)	.	10.2	-5.2%	.	.
CCn1c(SCC(=O)Nc2cc(C)c(Cl)cc2OC)nnc1-c1cccc(OC)c1	.	-1.2	-41.2%	.	.
c1ccc(CNc2nc(NCC3CC3)nc3cc(-c4ccccc4)sc23)cc1	.	-10.4	?	.	.
OC(c1ccc(F)cc1)c1nc(-c2ccncc2)cs1 (stereo unspecified)	.	-4.6	-5.9%	.	.
Cc1ccc(C)c(NCCCCCCCC(=O)O)c1	.	-1.0	?	.	.
O=C(Cc1ccccc1)NC1CCN(c2ccccc2S(=O)(=O)C(F)(F)F)CC1	.	7.5	-24.0%	.	.
Cc1ccc(C(O)c2ncc(-c3ccc(C(F)(F)F)cc3)[nH]2)cc1F (stereo unspecified)	.	-10.4	-10.6%	.	.
Cc1cc(O)c(C(C)(C)C)cc1Sc1cc(C(C)(C)C)c(O)cc1C	.	6.8	?	.	7.7%
CN(C)CCCNCCCN	.	8.8	-0.7%	.	-0.1%
Cc1ccc(N)cc1[N+](=O)[O-]	.	-0.3	-18.2%	.	-0.2%
Cc1cccc(OCCC(=O)NO)c1	0.6%	-3.1&12.1	?	.	.
O=C(OCc1ccccc1)c1cccnc1	-5.2%[60.1 µM]	-0.3	11.3%&9.9%	.	.
CN(C)c1ccc(C=O)cc1	-19.7%	-2.8&-0.8	8.1%	.	.
CCN(C(=O)C(=O)c1c(C)[nH]c2ccccc12)c1ccccc1	5.7%	7.2&0.4	14.3%	.	.
O=C(Nc1ccccc1)c1ccccc1OCc1ccccc1	-8.5%	0.8&-0.5	-23.2%	.	.
CO[C@@H]1[C@@H](OC2OC(C)C(OC3CC(C)(O)C(OC(=O)CC(C)C)C(C)O3)C(N(C)C)C2O)[C@@H](CC=O)C[C@@H](C)C(=O)/C=C\C2O[C@H]2C[C@@H](C)OC(=O)C[C@H]1OC(C)=O (stereo partly specified)	5.8%[19.4 µM]	-5.3	2.3%	.	.
Cc1ccnc2c([N+](=O)[O-])cccc12	-1.2%	-8.8&1.6	?	.	.
C[C@@H]1CN([C@H](C)CO)S(=O)(=O)c2ccc(Br)cc2O[C@@H]1CN(C)C(=O)NC1CCCC1	.	-0.3	1.0%	-13.6%	.

An excerpt from above in order of their number in APEX1 inh, high to low:
molecule	APEX1 inh
Cc1cc(O)c(C(C)(C)C)cc1Sc1cc(C(C)(C)C)c(O)cc1C	7.7%
CN(C)CCCNCCCN	-0.1%
Cc1ccc(N)cc1[N+](=O)[O-]	-0.2%

(continued)
SMILES	Pol kappa inh	LDHA block	ALOX12 inh	Pol eta inh	APEX1 inh
CSCC[C@H]1COC[C@@H](Cc2ccccc2)N1c1ccccc1	.	-1.1	5.6%	-24.5%	.
COc1cc2[nH]c(=O)c(C(=O)NCc3ccc(C)cc3)c(O)c2cc1OC	.	-8.3	-2.3%	-9.4%	.
O=C(CCCN1C(=O)C(c2ccccc2)Oc2cccnc21)Nc1ccccc1Br (stereo unspecified)	.	-6.6	-8.2%	-3.6%	.
C[C@H]1CN([C@@H](C)CO)S(=O)(=O)c2ccc(Br)cc2O[C@@H]1CN(C)C(=O)Cc1ccccc1	.	-2.3	-1.0%	-12.0%	.
CCCCCCN1C[C@H](n2cc(COC(=O)c3ccccc3)nn2)[C@@H](O)C[C@@H]1c1ccccc1	.	0.5	-23.8%	-26.9%	.
O=C(NCc1ccc(F)cc1)c1cccc2c1C(=O)c1ccc(N3CCC(N4CCCCC4)CC3)cc1S2(=O)=O	.	2.8	-16.6%	-18.3%	.
CC(C)(C)Cc1c(-c2ccc(Cl)cc2)nc2ccc(Cl)cn12	.	1.7	-47.2%	-16.1%	.
CC(C)(C)S(=O)N1Cc2cc(CO)ccc2[C@H]1CCO (stereo partly specified)	.	-0.6	11.9%	-10.4%	.
COc1cccc(CN(C)C[C@@H]2OCc3cnnn3CCCC(=O)N([C@H](C)CO)C[C@H]2C)c1	.	-0.4	4.5%	-21.1%	.
C[C@@H]1CN([C@@H](C)CO)C(=O)CCCn2nncc2CO[C@H]1CN(C)S(=O)(=O)c1cccs1	.	-8.0	?	-15.8%	.
CC(C)c1cc(C(=O)NC2CCCCCC2)c2ccccc2n1	.	-5.2	0.0%	1.3%	.
O=C(/C=C/c1cccc(Cl)c1)OCC(=O)c1ccc[nH]1	.	0.6	-16.2%	0.8%	.
Cc1ccc(C)c(S(=O)(=O)Nc2ccc(C(=O)N3CCOCC3)cc2)c1	.	-3.8	3.4%	-5.9%	.
N#CC(=Cc1cccs1)c1nc(-c2ccc(Cl)cc2)cs1	.	-8.7	-5.9%	-18.0%	.
O=S(=O)(c1ccc(Cl)cc1)N1CCN(c2nc(C(F)(F)F)nc3ccccc23)CC1	.	3.2	-18.2%	-12.1%	.
CCOC(=O)C1C(=O)CC(=O)C(C(=O)OCC)C1c1ccc(O)cc1 (stereo unspecified)	.	-2.2	?	-6.4%	.
O=C(OCc1ccccc1)N1CCC2CC1c1cc(N3CCNCC3)ccc12 (stereo unspecified)	.	-31.2*	-24.0%	-5.3%	.
C[C@@H]1CN([C@H](C)CO)C(=O)CCCn2cc(nn2)CO[C@H]1CN(C)C(=O)C1CC1	.	-1.5	-22.6%	-13.1%	.
C[C@H]1CN([C@@H](C)CO)C(=O)CCCn2nncc2CO[C@H]1CN(C)S(=O)(=O)c1ccc(C#N)cc1	.	-0.8	3.7%	-5.2%	.
C[C@@H]1ON(C)[C@H]2C[C@H]3c4[nH]c5ccc(-c6ccc7c(c6)OCO7)cc5c4CCN3C(=O)[C@@H]12	.	0.1	?	-5.2%	.

Record cards, as listed above. Order of values: Pol kappa inh, LDHA block, ALOX12 inh, Pol eta inh, APEX1 inh
C[C@@H]1CN([C@@H](C)CO)C(=O)CCCn2nncc2CO[C@H]1CN(C)S(=O)(=O)c1cccs1 is listed with ., -8.0, ?, -15.8%, .
COc1cc2[nH]c(=O)c(C(=O)NCc3ccc(C)cc3)c(O)c2cc1OC is listed with ., -8.3, -2.3%, -9.4%, .
C[C@@H]1CN([C@H](C)CO)C(=O)CCCn2cc(nn2)CO[C@H]1CN(C)C(=O)C1CC1 is listed with ., -1.5, -22.6%, -13.1%, .

(listing goes on)
SMILES	Pol kappa inh	LDHA block	ALOX12 inh	Pol eta inh	APEX1 inh
C[C@@H]1CCCCO[C@H](CN(C)S(=O)(=O)c2cn(C)cn2)[C@@H](C)CN([C@H](C)CO)C(=O)c2cc(NC(=O)c3ccncc3)ccc2O1	.	-6.6	?	-12.8%	.
C[C@H]1CN([C@@H](C)CO)C(=O)CCCn2nncc2CO[C@@H]1CN(C)Cc1cccc(O)c1	.	1.2	-25.8%	0.7%	.
O=C(CC1SC(N2CCCC2)=NC1=O)Nc1ccc(C(=O)NCc2ccccc2F)cc1 (stereo unspecified)	.	2.6	12.1%	-5.4%	.
Cc1ccccc1-c1cnc2c(c1)C(=O)N([C@H](C)CO)C[C@@H](C)[C@H](CN(C)C(=O)c1ccncc1)O2	.	-4.6	-34.8%	-2.6%	.
COc1ccc(C#CC2=CC(=O)CC(C)(C)C2)cc1	.	-4.8	-20.0%	-5.5%	.
COc1cccc(C(=O)N2CCCc3ccccc32)c1OC	.	-0.8	-0.2%	-2.2%	.
COc1cccc(C(=O)c2ccccc2NC(C)=O)c1	.	-9.4	6.6%	-9.5%	.
C[C@H](CO)N1C[C@H](C)[C@H](CN(C)S(=O)(=O)c2cccc(F)c2)Oc2cc(Br)ccc2S1(=O)=O	.	-1.3	7.2%	-23.6%	.
O=C(COC(=O)c1ccccc1SCC(=O)N1CCCC1)NCc1ccc(F)cc1	.	-4.6	0.0%	-7.8%	.
C[C@H]1CN(C2CCCCC2)C(=O)[C@@H]1CC(=O)Nc1ccc(Br)cc1	.	0.9	9.2%	-12.0%	.
CCN(CC)CCn1c(=S)[nH]c2cc(C(=O)NCc3ccccc3)ccc2c1=O	.	2.3	?	-0.7%	.
O=C(c1ccc(CS(=O)Cc2ccccc2Cl)o1)N1CCN(c2ccccc2)CC1 (stereo unspecified)	.	-5.6	-25.6%	-11.0%	.
Cc1c(Cl)ccc(S(=O)(=O)N2CCN(C)CC2)c1Cl	.	-10.3	-10.2%	-2.4%	.
CCN(CC)C(=O)C1=C(C)N(CCCOC)C(=O)C(CC(=O)NC2CCCCC2)C1 (stereo unspecified)	.	-4.1	12.9%	0.4%	.
CNS(=O)(=O)c1ccc2c(c1)[nH]c(=S)n2C	.	1.6	-23.3%	1.2%	.
Cc1csc(=O)n1CC(=O)OCC(=O)Nc1ccc(F)c(F)c1F	.	-1.4	-5.7%	-0.2%	.
CCOC(=O)c1cc(OC(=O)Cc2ccc(OC)c(S(=O)(=O)N3CCOCC3)c2)cc(C(=O)OCC)c1	.	-8.7	4.9%	-5.3%	.
COc1ccc([C@H]2C[C@H](O)[C@@H](n3cc(C4CC4)nn3)CN2Cc2cccs2)cc1	.	-3.8	?	-15.1%	.
C[C@@H]1CN([C@H](C)CO)C(=O)CCCn2nncc2CO[C@@H]1CN(C)S(=O)(=O)c1cccc(F)c1	.	-18.5	-8.5%	-5.9%	.
COc1ccc(C(=O)Oc2ccc(C)cc2)cc1S(=O)(=O)N1CCOCC1	.	2.5	-5.2%	-14.7%	.

Individual results from the list:
LDHA block result of Cc1csc(=O)n1CC(=O)OCC(=O)Nc1ccc(F)c(F)c1F = -1.4
Pol eta inh result of O=C(CC1SC(N2CCCC2)=NC1=O)Nc1ccc(C(=O)NCc2ccccc2F)cc1 (stereo unspecified) = -5.4%

Next section:
SMILES	Pol kappa inh	LDHA block	ALOX12 inh	Pol eta inh	APEX1 inh
CC(=O)Nc1ccc(S(=O)(=O)c2ccnc3cc(Cl)ccc23)cc1	.	-15.7	-20.9%	-0.6%	.
C[C@H]1CN([C@@H](C)CO)C(=O)CCCn2cc(nn2)CO[C@@H]1CN(C)C(=O)Nc1ccc2c(c1)OCO2	.	13.8	-0.9%	-8.5%	.
C[C@H]1CN([C@@H](C)CO)C(=O)CCCn2nncc2CO[C@@H]1CN(C)C(=O)c1ccc(N2CCN(C)CC2)cc1	.	-4.8	?	-1.9%	.
COc1cccc(C2=CC(=O)CC(C)(C)C2=O)c1	.	1.7	-13.9%	0.0%	.
O=C(OCC(=O)N1CCCCCC1)c1cc(S(=O)(=O)N2CCOCC2)ccc1F	.	-0.3	?	-10.2%	.
CC(=NO)C1(C)CC=CCC1CO (stereo unspecified)	.	3.7	-4.1%	-5.6%	.
CCN(C(=O)CN1C(=O)NC2(CCCC2)C1=O)c1nc2c(C)cccc2s1	.	0.1	-9.6%	-19.4%	.
CCOc1ccccc1NCN1C(=O)c2ccccc2C1=O	.	5.3	?	-2.9%	.
Cc1ccc(C)c(NC(=S)N2CCC(C(=O)c3ccc(F)cc3)CC2)c1	.	-12.9	-19.8%	-12.3%	.

Ordered by SMILES length (ascending): part of the list above
SMILES	Pol kappa inh	LDHA block	ALOX12 inh	Pol eta inh	APEX1 inh
COc1cccc(C2=CC(=O)CC(C)(C)C2=O)c1	.	1.7	-13.9%	0.0%	.
CCN(C(=O)CN1C(=O)NC2(CCCC2)C1=O)c1nc2c(C)cccc2s1	.	0.1	-9.6%	-19.4%	.
C[C@H]1CN([C@@H](C)CO)C(=O)CCCn2cc(nn2)CO[C@@H]1CN(C)C(=O)Nc1ccc2c(c1)OCO2	.	13.8	-0.9%	-8.5%	.
